From PubChem
L929 necroptosis: L929 zVAD cell death inhibition; L929 zVAD necroptosis rescue, ATP luminescence, 24 h; with zVAD 60 µM; viability rescue, % at 10 µM; 220,000 compounds, 0.38% hits; AID 1377;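 active = activation, scaled between plate controls, above about 75%, limit read from the data; inactive = activation under that limit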;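 also: 0% = zVAD with DMSO and 100% = DMSO alone without zVAD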
KCC2 mod: modulates chloride dependent transport by human KCC2; KCC2 cells, thallium flux FluoZin-2 fluorescence; B-score of Tl+ flux slope (higher = more flux/activation; lower = inhibition) at 10 µM; 190,000 compounds, 2.2% hits;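 active = thallium flux slope and its plate-corrected score both differing from the plate sample mean at a set confidence after two filtering rounds, in either direction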;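 also: slope of fluorescence scaled to starting intensity during 10 to 20 s after thallium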
Target sequence (Q9H2X9 whole entry, looked up): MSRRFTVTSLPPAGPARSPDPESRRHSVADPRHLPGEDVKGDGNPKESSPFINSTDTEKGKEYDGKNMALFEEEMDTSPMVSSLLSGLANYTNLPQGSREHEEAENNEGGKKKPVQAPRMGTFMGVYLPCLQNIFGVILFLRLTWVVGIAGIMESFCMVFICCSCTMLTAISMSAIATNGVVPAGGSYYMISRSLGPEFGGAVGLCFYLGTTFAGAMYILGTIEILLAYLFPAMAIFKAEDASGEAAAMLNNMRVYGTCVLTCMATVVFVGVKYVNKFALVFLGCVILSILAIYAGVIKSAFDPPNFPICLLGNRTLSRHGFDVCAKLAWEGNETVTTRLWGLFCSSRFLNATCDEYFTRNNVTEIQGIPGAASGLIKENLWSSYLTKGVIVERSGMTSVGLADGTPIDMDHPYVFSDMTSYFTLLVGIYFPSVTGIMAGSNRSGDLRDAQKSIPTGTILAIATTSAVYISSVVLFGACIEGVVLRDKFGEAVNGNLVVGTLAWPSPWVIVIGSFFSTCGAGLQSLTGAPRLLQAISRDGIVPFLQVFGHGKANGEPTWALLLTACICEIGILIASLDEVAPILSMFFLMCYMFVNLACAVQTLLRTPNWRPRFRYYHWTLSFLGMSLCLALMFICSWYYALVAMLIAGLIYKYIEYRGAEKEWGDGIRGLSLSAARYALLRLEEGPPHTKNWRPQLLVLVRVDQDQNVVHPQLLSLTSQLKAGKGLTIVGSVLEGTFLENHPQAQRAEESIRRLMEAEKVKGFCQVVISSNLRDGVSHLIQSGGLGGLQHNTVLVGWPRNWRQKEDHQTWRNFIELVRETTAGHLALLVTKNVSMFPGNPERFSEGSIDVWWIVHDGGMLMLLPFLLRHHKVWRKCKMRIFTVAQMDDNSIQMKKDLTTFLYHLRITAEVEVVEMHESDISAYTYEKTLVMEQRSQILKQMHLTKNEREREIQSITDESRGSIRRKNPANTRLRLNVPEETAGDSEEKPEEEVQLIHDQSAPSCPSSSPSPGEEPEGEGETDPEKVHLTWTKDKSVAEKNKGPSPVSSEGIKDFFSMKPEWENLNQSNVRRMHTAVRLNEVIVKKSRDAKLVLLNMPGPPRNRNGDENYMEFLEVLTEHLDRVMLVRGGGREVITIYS
FXIIa inh: factor XIIa (human) inhibition; P00748; purified FXIIa, Boc-QGR-AMC fluorogenic substrate, 2 h; inhibition, % at 5 µM; 220,000 compounds, 0.3% hits; in the data active = inhibition above about 40%;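 also: 0% = enzyme with no compound and 100% = blank without enzyme; many of its hits are not listed in these tables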
FXIa inh: blocks human coagulation factor XIa protease activity; P03951; purified FXIa, Boc-Glu-Ala-Arg-AMC fluorogenic substrate; inhibition, % at 5 µM; 220,000 compounds, 0.14% hits;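 active = inhibition of at least 40%; inactive = inhibition below 40%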;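 also: fluorescence of freed AMC excited at 355 nm; 0% = enzyme without compound and 100% = no enzyme blank; many of its hits are not listed in these tables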
hK5 inh: kallikrein 5 (human) inhibition. AID 873. Q9Y337. recombinant hK5, fluorogenic AMC substrate cleavage. 210,000 compounds, 0.59% hits. inhibition, % at 5 µM;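 active = inhibition of 40% or more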;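 also: 0% = enzyme controls without compound and 100% = no-enzyme blanks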
Rad51 HR inh: Rad51 (human) homologous recombination inhibition; Q06609; hRad51 DNA strand exchange, fluorescence dequenching; inhibition, % at 10 µM; 200,000 compounds, 0.085% hits; AID 1385;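 active = inhibition above 40% at the single screening dose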;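 also: 0% = DMSO control wells and 100% = blanks with heterologous ssDNA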
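System: human Rad51 nucleoprotein filaments preassembled on unlabelled ssDNA. Reagent: labelled 47-mer dsDNA for strand exchange. Schedule: 30-min compound preincubation and 15-min exchange, both room temperature. Measured by: FRET fluorescence dequenching, excitation 485 nm, emission 520 nm. Read-out: Fluorescence-based percent inhibition, control- and blank-normalised. Benchmarks: plate controls and plate blanks.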
TNF necrop inh: blocks TNF-alpha induced death of Jurkat FADD-/- cells. activation (protection from cell death), % at 10 µM. Jurkat FADD-/- TNF necroptosis rescue, ATP luminescence, 24 h; 0 = TNF only, 100 = no-TNF cells. 220,000 compounds, 0.068% hits. AID 463075;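 active = activation, meaning protection from cell death, of at least 50% relative to plate controls; inactive = activation below 50%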;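 also: necroptosis triggered by 40 ng/mL TNF-alpha added together with compound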
Thrombin inh: thrombin (human) inhibition; alpha-thrombin, Boc-VPR-AMC fluorogenic substrate cleavage; inhibition, % at 5 µM; 220,000 compounds, 0.26% hits; AID 1046;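 active = inhibition at or above 40%; inactive = inhibition below 40%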;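 also: 0% = enzyme with no compound and 100% = wells without enzyme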
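System – human alpha-thrombin · Medium – pH 7.5 Tris (50 mM) with NaCl 150 mM, Tween 20 0.05% · Compound – single-point dosing at 5 µM, 0.2% DMSO · Incubation – enzyme reaction carried out at room temperature · Technique – fluorescence of released AMC, ex 355 nm, em 460 nm · Read-out basis – % inhibition of thrombin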
Hck-Nef inh: inhibitors of human Hck kinase activated by Nef. P08631. Recombinant Hck-YEEI plus Nef, Z-Lyte FRET kinase assay. inhibition, % at 20 µM. 220,000 compounds, 0.68% hits;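 active = Hck-Nef kinase inhibition above about 50%, limit read from the data; inactive = inhibition below that limit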;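 also: 0% = DMSO with Hck plus Nef and 100% = Hck alone without Nef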
The depositor's hits bear a star; nt = no result given. Not all compounds are listed; the hit share may differ from the screen's.

Values in the order: L929 necroptosis	KCC2 mod	FXIIa inh	FXIa inh	hK5 inh	Rad51 HR inh	TNF necrop inh	Thrombin inh	Hck-Nef inh
> CCCNC(=O)c1ccc2c(=O)c(O)c(C)[nH]c2c1
    0.0	0.83	7	2	1	-8	-0.4	0	25
> CCc1c(C)nc2ncnn2c1NCCc1ccc(OC)c(OC)c1
    0.2	-0.46	15	6	-8	nt	-1.6	3	-1
> C/C(Cl)=C\CSc1nnc2n(N)c(=O)c3ccccc3n12
    0.2	-1	12	-2	-12	-5	-3.8	-5	1
> CCOC(=O)C1CCN(Cc2cn(C)nc2-c2ccc(Oc3ccccc3)cc2)CC1
    -0.4	nt	13	3	nt	6	-0.8	-1	5
> Cc1cc(C)nc(SCC(=O)Nc2nonc2N)n1
    2.0	-0.45	19	-1	-13	11	-0.1	3	-3
> CC(C)C(c1nnnn1Cc1ccccc1)N1CCN(Cc2ccc3c(c2)OCO3)CC1 (stereo not drawn)
    -0.1	-1.4	18	9	-3	7	0.2	2	1
> O=C(NCC1CCCO1)Nc1ccc(Cl)cc1 (stereo not drawn)
    -0.7	nt	8	-8	-28	3	0.9	-6	0
> COc1cc(OC)c(NC(=O)c2ccccc2F)cc1Cl
    2.9	nt	3	7	7	6	2.8	1	21
> CC(NC(=O)c1cc(-c2ccc3c(c2)OCO3)nc2ccccc12)C(C)(C)C (stereo not drawn)
    0.1	-0.57	9	-2	-19	-5	1.1	6	2
> CC(=O)NC(CCS(C)(=O)=O)C(=O)Nc1cccc(C(C)=O)c1 (stereo not drawn)
    -0.1	0.45	-6	27	-7	-7	-1.2	-4	-8
> COC/C=C/C1=CC2=CC(=O)C(C)(OC(=O)c3cnc4ccccc4n3)C(=O)C2=CN1Cc1ccccc1 (stereo not drawn)
    6.1	0.12	11	6	4	14	-8.5	1	16
> O=C(/C=C/c1cccc(Br)c1)NCC1CCCCC1
    2.4	-0.42	3	5	-6	-5	3.4	1	4
> O=C(Nc1ccc(F)cc1F)c1c(C(F)(F)F)ccnc1Oc1ccc(Cl)cc1
    0.2	-0.016	2	-3	-5	-1	7.5	-10	-22
> CCN1CCc2c(OCc3ccc(C(=O)OC)o3)cccc2C1=O
    0.8	-1.7	5	-4	-13	5	-0.3	0	30
> COc1cc2ncc(S(=O)(=O)c3ccccc3)c(N3CCC4(CC3)OCCO4)c2cc1OC
    34	0.011	2	-6	-4	-6	1.1	9	19
> COCCn1c(SCC(=O)NC(=O)NC(C)C)nc2ccccc21
    0.5	0.74	-5	-11	-12	-2	-0.5	-9	2
> Cc1onc(C(=O)N2CCC(C(N)=O)CC2)c1-c1ccccc1Cl
    -0.2	0.75	9	-14	36	nt	-2.8	6	0
> Cc1ccc(C(=O)NNC(=O)Cc2csc(-c3csc(C)n3)n2)cc1
    0.3	0.23	5	-12	7	-8	0.2	-2	13
> N=C1C(=O)OCC1c1ccccc1NC(=O)c1ccccc1 (stereo not drawn)
    nt	0.057	11	3	-7	nt	1.1	-7	-8
> COC(=O)c1[nH]c2cc(C)ccc2c1NC(=O)CN1CCc2cc(OC)c(OC)cc2C1
    0.1	-1.6	-1	-8	97*	-1	-8.6	4	2

The last 3 compounds of the section above open the next one.
Values in the order: L929 necroptosis	KCC2 mod	FXIIa inh	FXIa inh	hK5 inh	Rad51 HR inh	TNF necrop inh	Thrombin inh	Hck-Nef inh
> Cc1ccc(C(=O)NNC(=O)Cc2csc(-c3csc(C)n3)n2)cc1
    0.3	0.23	5	-12	7	-8	0.2	-2	13
> N=C1C(=O)OCC1c1ccccc1NC(=O)c1ccccc1 (stereo not drawn)
    nt	0.057	11	3	-7	nt	1.1	-7	-8
> COC(=O)c1[nH]c2cc(C)ccc2c1NC(=O)CN1CCc2cc(OC)c(OC)cc2C1
    0.1	-1.6	-1	-8	97*	-1	-8.6	4	2
> NS(=O)(=O)c1ccc(CNC(=S)Nc2ccc(Cl)c(Cl)c2)cc1
    0.5	1.4	25	31	nt	7	0.1	12	-30
> c1ccc(-c2cc(N3CCOCC3)nc(-c3ccccc3)n2)cc1
    0.1	1.3	-6	2	-3	-9	-0.1	-3	2
> O=C(Nc1cccc(C(=O)O)c1)Nc1ccccc1Cl
    -0.2	2	12	6	1	1	-0.4	-6	-37
> CC(=O)N(CN1C(=O)C2C3C=CC(C3)C2C1=O)c1cccc(Cl)c1 (stereo not drawn)
    0.7	0.23	4	-9	-6	4	0.7	1	14
> CC(NC(=O)c1ccc(Br)cc1)c1ccccc1 (stereo not drawn)
    0.1	0.77	18	8	-9	-2	3.0	-1	1
> COCCOC(=O)C1=C(C)NC2=C(C(=O)CCC2)C1c1ccc2c(c1)OCO2 (stereo not drawn)
    0.2	nt	39	6	-3	-7	0.1	-3	12
> CCOC(=O)Nc1nnc(-c2ccccc2OC)s1
    0.5	0.16	-1	-1	2	16	-0.3	-8	-1
> COC(=O)c1ccc(CSc2nnc(-c3ccccc3)n2C)o1
    0.1	1.2	4	-8	-5	3	1.2	-20	15
> CCC(C)N1C(=O)C2C(C(=O)Nc3cccc(OC)c3)C3C=CC2(O3)C1C(=O)NC1CCCCC1C (stereo not drawn)
    0.7	-0.76	9	-1	-3	-3	1.0	-1	1
> Cc1nc(N2CCN(Cc3ccccc3)CC2)nc2c1C(=O)CCC2
    0.7	-2.9*	14	-5	2	nt	-0.9	1	0
> OC1(c2ccc(Cl)cc2)CCN(Cc2nc(-c3cnccn3)no2)CC1
    -0.5	nt	6	-5	nt	nt	-0.6	-4	1
> O=C(COC(=O)c1cc(-c2cccc(Br)c2)nc2ccccc12)NCC1CCCO1 (stereo not drawn)
    2.8	-0.24	1	-2	-6	9	1.7	-6	19
> Cc1c(NC(=O)CSc2nc3ccccc3[nH]2)c(=O)n(-c2ccccc2)n1C
    -0.3	0.19	17	-1	-1	0	0.5	6	0
> Cc1ccccc1Nc1c(F)c(F)c(F)c(F)c1C(=O)O
    0.9	-0.66	13	-6	0	-1	-0.2	-7	-6
> CC(C)(C)c1ccc(S(=O)(=O)NNC(=O)C2CCN(Cc3cccc(F)c3)CC2)cc1
    0.7	-0.12	8	4	17	10	1.1	-3	18
> CCC(C)(C)NC(=O)C(c1cccc(OC)c1OC)N(CCC(C)C)C(=O)CCC(=O)Nc1cc(C)on1 (stereo not drawn)
    -0.7	-0.092	6	-3	-1	5	-0.5	-1	22
> Cc1cccc(-c2nc(CSc3nc4c(c(=O)[nH]3)CCC4)c(C)o2)c1
    nt	-3.1	1	-5	-4	nt	-1.2	-1	-4
> COc1ccc(NC(C)=O)cc1S(=O)(=O)Nc1ccccc1C(=O)N1CCCC1
    0.2	0.24	2	-3	7	-2	-0.7	0	13
> Cc1cc(OCc2nnc(SCC(=O)OC3CCCCC3)o2)ccc1Cl
    1.1	nt	10	2	-34	-1	2.1	0	2
> CCc1ccc(OCC(=O)N(C)C)c(Br)c1
    -0.5	1.7	2	-9	6	0	-1.9	-3	-18

A second format for 5 compounds above:
Molecule,L929 necroptosis,KCC2 mod,FXIIa inh,FXIa inh,hK5 inh,Rad51 HR inh,TNF necrop inh,Thrombin inh,Hck-Nef inh
C/C(Cl)=C\CSc1nnc2n(N)c(=O)c3ccccc3n12,0.2,-1,12,-2,-12,-5,-3.8,-5,1
CCOC(=O)C1CCN(Cc2cn(C)nc2-c2ccc(Oc3ccccc3)cc2)CC1,-0.4,nt,13,3,nt,6,-0.8,-1,5
Cc1cc(C)nc(SCC(=O)Nc2nonc2N)n1,2.0,-0.45,19,-1,-13,11,-0.1,3,-3
CC(C)C(c1nnnn1Cc1ccccc1)N1CCN(Cc2ccc3c(c2)OCO3)CC1 (stereo not drawn),-0.1,-1.4,18,9,-3,7,0.2,2,1
O=C(NCC1CCCO1)Nc1ccc(Cl)cc1 (stereo not drawn),-0.7,nt,8,-8,-28,3,0.9,-6,0

Following part
Values in the order: L929 necroptosis	KCC2 mod	FXIIa inh	FXIa inh	hK5 inh	Rad51 HR inh	TNF necrop inh	Thrombin inh	Hck-Nef inh
> Cc1ccc(/C=C/C(=O)OCC(=O)NCCN2C(=O)CSC2=O)cc1
    1.6	-0.28	2	-4	-11	23	0.4	4	18
> C=CCn1c(COc2ccc(F)cc2)nnc1SCC(=O)NC(=O)NCc1ccco1
    3.1	-0.55	8	7	-2	2	-1.5	-3	-4
> O=C(NCc1ccco1)c1ccc(N2CCCCC2)c([N+](=O)[O-])c1
    0.5	-1.3	-6	-7	-16	-4	2.7	-10	0
> CCOC(=O)N1CCN(S(=O)(=O)c2cc(Br)cc3c2N(C(=O)CC)CC3)CC1
    1.7	0.68	-14	-3	-13	1	2.2	-6	1
> O=C(CCCN1C(=O)c2ccccc2C1=O)NCCCN1CCOCC1
    -1.3	nt	-3	-13	-6	-5	0.0	30	10
> CC(OC(=O)CCc1nc(=O)c2ccccc2n1C)C(=O)NCc1ccc2c(c1)OCO2 (stereo not drawn)
    -0.2	0.69	11	-1	-3	5	-1.6	1	8
> O=C(NC1CCCc2ccccc21)c1cccc(Br)c1 (stereo not drawn)
    -0.2	-0.35	15	7	-15	12	-0.3	-1	4
> COCCCNC(=S)NC1CCCCC1
    0.3	0.21	2	6	-7	2	1.1	-5	2
> Cc1ccc(NC(=O)CNc2ccc(Cl)c(Cl)c2)cc1S(=O)(=O)N(C)C
    0.3	-0.028	26	15	27	11	-1.8	19	-1
> O=C1C2ON(c3ccccc3)C(c3cccnc3)C2C(=O)N1c1ccccc1 (stereo not drawn)
    2.1	0.031	-18	-9	-21	10	1.5	-12	2
> CC(=O)c1c(C)[nH]c(C(=O)NCc2ccccc2Cl)c1C
    0.2	-1.2	9	3	-9	-6	-2.8	3	0
> OCCCNC(=S)NC1CCCC1
    0.8	0.63	6	0	-2	14	-0.3	8	19
